Furin inhibitor: human furin inhibitors, primary screen, biochemical, fluorescence intensity; purified furin, fluorogenic substrate cleavage; inhibition, % at 30 µM; hit rate 0.061% among 220,000; AID 463115, 2010; in the data active = inhibition above about 25%; also: inactives centre near -15
PERK inhibitor: block of dimerizer-induced PERK translation repression, primary screen, PERK inhibitor project, CHO PERK-DD cells, SEAP luminescence, HTS | CHO PERK-DD fusion, SEAP luminescence translation reporter | Eukaryotic translation initiation factor 2-alpha kinase 3 (Homo sapiens), Q9NZJ5 | inhibition, % at 5.6 µM | AID 1416, 2008 | hit rate 0.17% among 220,000;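 active = inhibition above the mean inhibition of all tested compounds plus 3 SD, set separately per screening campaign, cut at about 2.9% in these data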;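 also: PERK kinase domain activated by AP20187 dimerizer at 100 nM; 0% = DMSO with dimerizer and 100% = rapamycin at 8.4 µM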
hK5 inh: human KLK5 protease inhibitors, primary screen, biochemical, 1536-well; recombinant hK5, fluorogenic AMC substrate cleavage; inhibition, % at 5 µM; hit rate 0.59% among 210,000;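 active = inhibition of 40% or more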;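 also: 0% = enzyme controls without compound and 100% = no-enzyme blanks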
Target sequence (Q9Y337 67-293 limits assumed): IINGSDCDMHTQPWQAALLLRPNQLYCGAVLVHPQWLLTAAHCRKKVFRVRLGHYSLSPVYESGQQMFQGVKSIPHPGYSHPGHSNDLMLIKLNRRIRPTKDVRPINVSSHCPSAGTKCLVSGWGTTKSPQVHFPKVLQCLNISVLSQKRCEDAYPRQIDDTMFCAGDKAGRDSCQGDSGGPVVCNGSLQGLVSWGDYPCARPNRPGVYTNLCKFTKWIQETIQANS
p97 ATPase inh: inhibitors of human p97 ATPase, primary screen, biochemical | recombinant p97 ATPase, Kinase-Glo ATP luminescence, 3 h | AID 1481, 2009 | hit rate 0.42% among 220,000 | inhibition, % at 8 µM | Transitional endoplasmic reticulum ATPase (Homo sapiens), P55072; in the data active = inhibition above about 15%;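 also: 0% = DMSO vehicle and 100% = wells lacking enzyme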
Wee1 stabilizer: Wee1 degradation inhibitors, primary screen, cell-based, HeLa, Wee1K328M-luciferase, luminescence | HeLa Luc-Wee1K328M stability; 100% = proteasome inhibitor MG132 effect | reporter increase, % at 5 µM | Wee1-like protein kinase (Homo sapiens), P30291 | hit rate 1.2% among 220,000;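 active = activation above the mean of all tested compounds plus 3 SD, set per screening run, cut at about 8.8% in these data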;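 also: cells exposed to compound for 20 h before luminescence read; 0% = DMSO alone and 100% = MG132 at 30 µM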
FXIa inh: human FXIa protease inhibitors, primary screen, biochemical, 1536-well. Coagulation factor XI (Homo sapiens), P03951. purified FXIa, Boc-Glu-Ala-Arg-AMC fluorogenic substrate. inhibition, % at 5 µM. hit rate 0.14% among 220,000;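 active = inhibition of at least 40%; inactive = inhibition below 40%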;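 also: fluorescence of freed AMC excited at 355 nm; 0% = enzyme without compound and 100% = no enzyme blank; many of its hits are not listed in these tables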
thrombin 1536: human alpha-thrombin inhibitors, primary screen, counter-screen for coagulation protease inhibitor project, biochemical, 1536-well, fluorogenic AMC substrate. inhibition, % at 5 µM. hit rate 0.26% among 220,000. AID 1046, 2008. Boc-VPR-AMC fluorogenic substrate cleavage;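 active = inhibition at or above 40%; inactive = inhibition below 40%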;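 also: 0% = enzyme with no compound and 100% = wells without enzyme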
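Material: human alpha-thrombin enzyme / Medium: pH 7.5 Tris (50 mM) with NaCl 150 mM, Tween 20 0.05% / Compound: single-point dosing at 5 µM, 0.2% DMSO / Incubation: enzyme reaction carried out at room temperature / Detection: AMC fluorescence, 355/460 nm / Read-out basis: percent inhibition scaled between no-compound controls and no-enzyme blanks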
KCC2 mod: KCC2 cotransporter modulators, thallium flux, primary screen, cell-based, HEK293 KCC2, FluoZin-2 fluorescence, MLSMR. KCC2 cells, thallium flux FluoZin-2 fluorescence. B-score of Tl+ flux slope (higher = more flux/activation; lower = inhibition) at 10 µM. hit rate 2.2% among 190,000;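 active = thallium flux slope and its plate-corrected score both differing from the plate sample mean at a set confidence after two filtering rounds, in either direction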;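 also: slope of fluorescence scaled to starting intensity during 10 to 20 s after thallium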
FXIIa inh: human FXIIa protease inhibitors, primary screen, biochemical, 1536-well | Coagulation factor XII (Homo sapiens), P00748 | inhibition, % at 5 µM | hit rate 0.3% among 220,000 | purified FXIIa, Boc-QGR-AMC fluorogenic substrate, 2 h; in the data active = inhibition above about 40%;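 also: 0% = enzyme with no compound and 100% = blank without enzyme; many of its hits are not listed in these tables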
Target sequence (P00748 20-372 limits assumed): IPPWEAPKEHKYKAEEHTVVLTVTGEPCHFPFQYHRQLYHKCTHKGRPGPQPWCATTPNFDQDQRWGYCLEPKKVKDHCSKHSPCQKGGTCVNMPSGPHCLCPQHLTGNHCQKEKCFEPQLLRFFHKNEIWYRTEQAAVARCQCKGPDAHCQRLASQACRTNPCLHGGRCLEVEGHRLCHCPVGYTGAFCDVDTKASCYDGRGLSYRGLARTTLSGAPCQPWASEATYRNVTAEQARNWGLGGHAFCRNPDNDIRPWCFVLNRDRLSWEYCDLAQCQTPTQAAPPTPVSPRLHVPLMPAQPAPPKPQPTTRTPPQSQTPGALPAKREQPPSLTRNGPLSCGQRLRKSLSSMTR
Target sequence (P00748 373-615 limits assumed): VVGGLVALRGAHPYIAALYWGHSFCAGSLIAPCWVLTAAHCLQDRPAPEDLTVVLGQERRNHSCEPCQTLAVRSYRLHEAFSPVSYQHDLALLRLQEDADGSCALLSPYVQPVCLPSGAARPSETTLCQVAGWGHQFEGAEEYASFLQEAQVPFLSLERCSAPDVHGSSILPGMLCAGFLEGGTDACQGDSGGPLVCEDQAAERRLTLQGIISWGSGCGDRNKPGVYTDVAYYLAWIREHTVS
* = called active by the depositor; x = not tested or not shown; [ ] = another dose, or the depositor's remark.

SMILES	Furin inhibitor	PERK inhibitor	hK5 inh	p97 ATPase inh	Wee1 stabilizer	FXIa inh	thrombin 1536	KCC2 mod	FXIIa inh
Cc1ccc(C(=O)NC(C#N)=C(Cl)Cl)cc1	-2	-0.4	-8	22*	-3	-1	x	1.4	-2
CCn1c(NC(=O)c2ccco2)c(-c2ccccc2Cl)c(=O)c2ccccc21	-13	-0.2	7	1	0	-4	-1	-1.4	12
CCCCNC(=O)NNC(=O)COc1cccc(C)c1C	-6	0.5	-15	0	-4	0	-6	0.5	3
CCN(CC)C(=O)c1ccccc1NC(=O)c1ccccc1C	-20	1.4	13	-1	-2	-2	-1	1.5	9
COc1ccc(C2=C(N)c3ccccc3C2=O)cc1	-7	-0.5	-9	6	4	6	2	x	14
CCCc1cc(=O)[nH]c(SCc2cc(Cl)ccc2OC(F)F)n1	-5[20 µM]	1.1	6	-6	2	3	6	-1.1	13
Cc1ccc(-c2[nH]c3ccccc3c2C(C[N+](=O)[O-])c2ccco2)cc1 (stereo unspecified)	-22[20 µM]	0.0	-9	7	-1	3	4	0.84	14
Cn1c(CNC(=O)Cc2ccc3c(c2)OCO3)nnc1SCc1ccccc1	-16	0.8	-17	4	6	-9	3	-0.2	-3
CCNC(=O)c1ccc(NS(=O)(=O)c2ccccc2)cc1	-4[20 µM]	0.9	-1	-5	-2	17	-3	x	26
N#Cc1c(Cl)cccc1Oc1ccc(S(=O)(=O)Nc2ccccc2)cc1	-1	-0.9	-4	-12	-3	-7	-10	-0.78	3
CCc1ccccc1NC(=S)N(CCCN(C)C)Cc1cc2cc3c(cc2[nH]c1=O)OCO3	-51	1.7	1	7	0	-2	-14	0.9	3
Cc1ccccc1NC(=O)c1cccc2nccnc12	-18	1.2	-10	2	-4	-7	-7	-0.57	7
C=C1CCN([C@H](C(=O)OCc2cccc(C)c2)C(C)C)S(=O)(=O)c2ccccc21	-10	x	1	x	x	0	-3	-1	7
CC(C)[C@H](NC(=O)Nc1ccc(Oc2ccccc2)cc1)C(=O)O	-26	2.0	-2	-2	3	-13	-7	0.14	-1
O=C(COc1ccccc1Cc1ccccc1)NCCCN1CCOCC1	-20	0.0	6	1	-2	3	5	-1.3	18
O=C(CCC1CCCCC1)NCc1ccccn1	-11	0.7	-11	5	2	8	-3	-0.38	4
CCc1cccc(C)c1NC(=S)NCC1CCN(c2ccc(OC)cc2)C1 (stereo unspecified)	-14	0.2	-2	5	0	-3	-2	-0.018	7
Cc1cccc(CC2CC(=O)N(c3ccccc3)C2=O)c1 (stereo unspecified)	-27[20 µM]	0.5	-14	-5	-1	18	1	-0.63	14
CCNC(=O)c1ccccc1-c1nc(-c2ccccc2Cl)no1	0	-0.3	12	-3	-1	12	7	-1.1	25
COc1ccc2c(c1OC)C(=O)N(c1ncn[nH]1)C2	-21[20 µM]	0.6	-5	-1	0	-1	4	0.53	0
O=C(Cn1ncc(Cl)c(Cl)c1=O)NCC1CCCCC1	-25	1.0	-22	5	0	0	-2	-0.2	5
CC(C)CCn1c(Sc2nc3ccccc3o2)nc2c1c(=O)[nH]c(=O)n2C	-16	-1.1	-10	-7	5	4	-2	-0.82	5
C/C(=N\NC(=O)c1ccc(N/N=C(\C)c2ccc(O)cc2)cc1)c1ccc(O)cc1	6	0.9	0	14	0	1	-5	x	-1
Cn1c(=O)c2c(nc(CN3CCN(c4ccc(F)cc4)CC3)n2CCN2CCOCC2)n(C)c1=O	-6	0.4	-9	-6	-3	-4	-10	-0.73	4
O=C(NC1(C(F)(F)F)NC(=O)N(c2ccccc2)C1=O)c1cccs1 (stereo unspecified)	-4	-0.2	-14	-4	-2	-7	-12	-0.23	-4
Going on with the list.
SMILES	Furin inhibitor	PERK inhibitor	hK5 inh	p97 ATPase inh	Wee1 stabilizer	FXIa inh	thrombin 1536	KCC2 mod	FXIIa inh
CCOC(=O)N1CCC(NC(=O)CS(=O)(=O)Cc2nc(-c3cccc(OC)c3)oc2C)CC1	-13	-1.1	-6	-6	3	-2	-2	-1.6	12
CCCCNC(=S)N(C)/N=C/c1ccc(OCc2ccc(C(=O)OC)cc2)c(OC)c1	-16	0.4	-24	7	3	6	-5	-0.1	8
CCOC(=O)C1CCCN(Cc2ccccc2Cl)C1 (stereo unspecified)	-18[20 µM]	0.4	-14	1	-2	-5	-8	x	-2
O=C(Nc1ccccn1)c1onc2c1CCCC2	-13	0.5	-10	-8	-2	7	1	0.34	12
Cn1cc(S(=O)(=O)N2CCN(c3cccc(C(F)(F)F)c3)CC2)c(=O)n(C)c1=O	-19	0.5	-4	-10	-1	3	-5	1.7	18
CCOC(=O)CCCn1nc(C)n2c(cc3sccc32)c1=O	-20[20 µM]	-0.4	-10	2	-2	3	-3	-1.2	11
CNC(=O)c1ccc(NC(=O)/C=C/c2cccc(F)c2)cc1	-23	0.7	0	1	1	-2	-4	-0.31	4
Cc1nn(-c2cc(Cl)ccc2Cl)c(C)c1C(=O)O	-28	1.2	1	3	4	-2	-3	0.38	10
O=c1c2[nH]c3ccccc3c2nc2n1CCCS2	-16	0.2	x	1	-1	4	1	0.035	11
CSC1=N/C(=C/c2cccnc2)C(=O)N1Cc1ccccc1	-22	1.5	-10	-1	-1	2	-7	-1.1	2
COc1ccc(C(=O)Nc2ccc(OCc3ccccc3)cc2)cc1[N+](=O)[O-]	-23[20 µM]	1.1	-18	2	0	4	1	0.43	16
CCOC(=O)C1=C(C)N=C2SC(C)C(=O)N2C1c1ccccc1 (stereo unspecified)	-9	-0.6	2	-2	0	1	-1	-1.4	8
S=C(Nc1ccc(N2CCOCC2)cc1)Nc1ccc2nc(-c3ccco3)c(-c3ccco3)nc2c1	-6[20 µM]	1.1	-7	10	-3	-3	-3	x	4
CC1CCCCN1c1nnc(NC(=O)Cn2c(=O)oc3ccccc32)s1 (stereo unspecified)	-27	0.3	-6	-3	-2	1	3	-1.4	20
CC(=O)/C(=N\Nc1ccccc1)Sc1nncn1C	20	0.6	-7	-4	-2	-2	-11	0.76	1
Cc1nnc(NC(=O)COc2ccc3c(C)cc(=O)oc3c2)s1	-20[20 µM]	0.8	-33	5	-2	8	-2	1.4	19
COc1ccc(CC(=O)c2ccc(OC)c(OC)c2C)cc1OC	-27	0.1	4	3	0	4	-2	-0.12	5
O=C(CSc1ccc(-c2ccc(F)cc2)nn1)NCc1ccco1	-15[20 µM]	-0.1	-17	3	0	-4	-3	-1.2	0
CCCCOc1ccc(C2(C(=O)O)CCCC2)cc1	-14	1.8	8	5	1	11	4	x	12
c1ccc2sc(C3CCN(Cc4nnnn4Cc4ccc5c(c4)OCO5)CC3)nc2c1	-21[20 µM]	-1.1	-7	-7	3	0	-7	-1.1	9
CCc1nnc(NC(=O)c2cccc(OC)c2)s1	-6	1.5	3	1	-1	7	2	x	1
C#CCOCCOCCOCCNc1nc(N2CCN(C(=O)[C@H]([C@@H](C)CC)n3cc(CCCCN)nn3)CC2)nc(N2CCN(C(=O)[C@H](C)n3cc(CCC(=O)O)nn3)CC2)n1	-7	0.5	-4	-5	-2	4	2	0.16	10
COc1cccc(-n2c(SCC(=O)Nc3ccc4c(c3)CCC4)nc3ccccc3c2=O)c1	-10	-1.0	45*	-7	4	-1	54*	0.065	12
COc1ccc(N(C)C(=O)c2ccc3nc(-c4ccccc4)c(-c4ccccc4)nc3c2)cc1	-14	-0.7	-15	-1	0	1	-4	-0.17	10
CC(C)(C)c1ccc2c(c1)N(CC(=O)O)C(=O)CO2	-12	-0.8	-11	8	2	-7	-5	0.18	3
More compounds follow.
SMILES	Furin inhibitor	PERK inhibitor	hK5 inh	p97 ATPase inh	Wee1 stabilizer	FXIa inh	thrombin 1536	KCC2 mod	FXIIa inh
Cn1c(CN2CCCC2)nc2cc(NS(=O)(=O)c3ccc(Cl)cc3)ccc21	-27[20 µM]	-1.0	-5	6	1	0	19	0.32	11
CCc1cc2c(-c3ccccc3)cc(=O)oc2c(CN2CCOCC2)c1O	-7	0.9	-3	1	-1	-16	-8	-1.3	-6
CCOC(=O)C(C)CC(C)C(=O)N1CCOCCN(C(=O)C(C)CC(C)C(=O)OCC)CCOCC1 (stereo unspecified)	-8[20 µM]	0.0	-8	-3	-1	-7	2	0.31	-1
CC(C)c1cc(NCC2CCCO2)n2c(nc3ccccc32)c1C#N (stereo unspecified)	-42[20 µM]	-2.4	-106	1	2	-6	-21	-1.6	-18
COc1ccc(-c2cc(C(=O)Nc3ccccc3SC)no2)cc1	-19[20 µM]	0.1	-3	5	-2	1	3	x	10
O=C(CN1CCN(c2ccccc2O)CC1)NC(c1ccccc1)c1ccccc1	3	-0.5	-8	-8	-2	5	-12	-0.043	6
CCC(=O)NC(c1ccc(N(C)C)cc1)c1c(O)ccc2ccccc12 (stereo unspecified)	-23	0.4	0	4	-1	-2	-9	0.39	4
O=C(CSc1ccccc1)Nc1cc(S(=O)(=O)N2CCOCC2)ccc1N1CCOCC1	-8	-0.3	-5	-3	8	-5	2	1.4	-2
NNC(=O)c1cccnc1Oc1ccccc1	-13	-0.8	1	8	0	0	-7	x	2
O=c1c2nnn(Cc3ccccc3)c2ncn1C/C=C/c1ccccc1	-29	0.3	-7	3	0	4	6	0.16	13
CCN1CCc2c(C#N)c(NCc3ccccc3)nc(N(CC)CC)c2C1	9	-0.3	-2	2	4	0	2	-0.23	0
CC(C)NC(=O)c1ccc2c(c1)N(CC(=O)N1CCOCC1)C(=O)C(C)(C)O2	-12	0.6	-3	0	-2	-4	0	0.42	2
Cc1[nH]nc(SCC(=O)NC(C)c2ccccc2)c1[N+](=O)[O-] (stereo unspecified)	-3	0.3	-20	7	-2	6	0	-0.49	11
Clc1ccc(OCc2nnc(-c3ccccc3Br)o2)c(Cl)c1	-22	0.8	-3	-7	5	0	-8	x	3
N#CCSc1nc2ccccc2c(=O)n1-c1ccccc1	-19[20 µM]	0.0	-17	1	1	18	1	-0.74	27
Nc1c(S(=O)(=O)c2ccccc2)c2nc3ccccc3nc2n1/N=C/c1cccc(O)c1	-4	-0.4	-22	-2	2	0	-4	0.23	8
Cc1cccc(C(=O)OCC(=O)Nc2ccc(N3CCCCC3)cc2)c1O	-13[20 µM]	-1.2	-5	-5	-2	0	4	0.71	14
O=CN1CCN(C(=O)Cc2ccc([N+](=O)[O-])cc2)CC1	-23	1.6	-6	8	1	5	-3	2.2	9
CCN=C1SC(CC(=O)NCc2ccccc2)C(=O)N1CC (stereo unspecified)	-24	0.5	-1	6	-1	-3	-10	-0.0054	4
CCCCn1c(=O)c(CCC(=O)OCC(=O)NC(C)c2ccccc2)nc2ccccc21 (stereo unspecified)	3	-1.6	1	-12	-1	-4	10	-2.1	4

Compound activity as filed in PubChem.
